Source: PubChem BioAssay
RAD52 inh: blocks human RAD52 DNA annealing; P43351; recombinant RAD52 DNA annealing, FRET fluorescence; inhibition, % at 18.7 µM; 360,000 tested, 0.46% active; AID 651710;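 active means every replicate showing at least 50% inhibition; inconclusive means mean inhibition at least 50% but not in every replicate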
Target sequence (P43351 whole entry, looked up): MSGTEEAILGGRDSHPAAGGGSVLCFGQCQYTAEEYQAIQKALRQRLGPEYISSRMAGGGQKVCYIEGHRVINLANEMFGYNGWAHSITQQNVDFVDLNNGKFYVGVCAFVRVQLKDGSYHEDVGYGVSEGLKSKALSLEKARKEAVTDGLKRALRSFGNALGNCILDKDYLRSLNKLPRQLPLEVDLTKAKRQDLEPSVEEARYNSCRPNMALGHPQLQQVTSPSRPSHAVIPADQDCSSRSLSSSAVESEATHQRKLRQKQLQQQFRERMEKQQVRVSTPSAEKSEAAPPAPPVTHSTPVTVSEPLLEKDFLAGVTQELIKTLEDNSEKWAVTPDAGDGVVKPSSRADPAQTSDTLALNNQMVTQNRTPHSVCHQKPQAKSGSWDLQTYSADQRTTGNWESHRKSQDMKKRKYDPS
S100A4 MyoIIA: S100A4-myosin IIA interaction inhibition. P26447. S100A4/TAMRA-MyoIIA peptide fluorescence polarization. inhibition, % at 10.7 µM. 360,000 tested, 0.14% active. AID 652163;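 active means mean inhibition of at least 70% across replicates, with every replicate also reaching that level; inconclusive means mean inhibition reaches 70% but some replicates fall short; inactive means mean inhibition below 70%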
Target sequence (P26447 whole entry, looked up): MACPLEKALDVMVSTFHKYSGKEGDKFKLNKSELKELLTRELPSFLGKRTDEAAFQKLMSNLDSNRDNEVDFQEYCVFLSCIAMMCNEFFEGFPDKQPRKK
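Material: S100A4 monomer (human). Medium: Calcium-containing HEPES buffer, pH 7.2. Probe or stimulus: labelled myosin peptide probe, 5 nM. Compound dosing: one concentration per compound. Timing: polarization read 5 min after assay mix addition, stable 5–60 min. Benchmarks: DMSO as neutral control, TFP as positive control.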
Xi reactivation: X-chromosome reactivation activator | XiGFP mouse fibroblasts, % GFP-positive cells imaging, 3 d; cells co-treated with 5-aza-dC sensitizer; scaled so ellipticine positive control = 100% | activation, % at 7.58 µM | 360,000 tested, 0.055% active | AID 743238;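 active means mean normalized replicate activation at least 10% and every replicate at or above 10%; inconclusive means only one of the two criteria met; inactive means mean below 10% and not all replicates reach 10%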;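 further: 0% = median of on-plate neutral control wells and 100% = ellipticine 6 µM median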
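Material: XiGFP fibroblasts, SV40-immortalized; Buffer or medium: DMEM containing 5-aza-dC; Compound dosing: single point; Times: 3 days compound exposure.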
RAD54 branch: inhibitors of human RAD54 branch migration. Q92698. RAD54 Holliday junction branch migration, FAM/BHQ fluorescence. inhibition, % at 10.4 µM. 360,000 tested, 0.14% active. AID 602329;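 active means mean normalized replicate activity at least 40 and at least half of replicates scoring 40 or more; inconclusive means only one of the two criteria met; inactive means mean below 40 and under half of replicates reaching 40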;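 further: 0% = median of neutral control wells and 100% = median of positive control wells; inhibitors cause a drop in the FAM fluorescence signal; in these data hits start at about 50%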
esBAF inh: inhibitors of esBAF chromatin remodeling in mouse ES cells; Bmi1-luciferase knock-in reporter, 24 h; 100% = twice the neutral-well signal; reporter increase, % at 12.5 µM; 350,000 tested, 2% active; in the data active means activation above about 40%; inconclusive means no clear call, values can overlap the other calls;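 further: 0% = median of the plate's neutral control wells and 100% = double that signal; a rise in the Bmi1 reporter signal indicates esBAF inhibition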
E-selectin induc: E-selectin induction on HUVECs; activation, % at 7.58 µM; HUVEC E-selectin immunofluorescence imaging; normalized: neutral wells 0, TNF-alpha wells 100; 260,000 tested, 0.37% active; P16581;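 active means mean E-selectin-positive cell signal at least 10% of the positive control, reached in at least 60% of replicates, without over 20% cell loss; inconclusive means no rule given, readout overlaps actives, possibly toxicity-flagged; inactive means the rest, including those meeting only one limit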;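 further: in these data hits start at about 27%; measured in HUVEC primary endothelial cells; signal is the percent of cells scored E-selectin positive by PE staining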
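System: HUVEC, human umbilical vein endothelial cells; quantity: 3,000 cells/well; buffer or medium: EGM-2 medium, gelatin-coated wells; dosing: single-point compound dose; detection: immunofluorescence imaging; evaluation: % PE-positive cells; benchmarks: TNF-alpha, DMSO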
ERp5 inh: blocks human ERp5 reductase activity on insulin; Q15084; ERp5 insulin aggregation, absorbance 650 nm, 90 min; inhibition, % at 9.99 µM; AID 651711; 350,000 tested, 0.05% active;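 active means mean replicate inhibition above about 25%, with every replicate also reaching it, limit read from the data, passing the limit was not always enough; inconclusive means only one of those two criteria met; inactive means neither criterion met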
Target sequence (Q15084 whole entry, looked up): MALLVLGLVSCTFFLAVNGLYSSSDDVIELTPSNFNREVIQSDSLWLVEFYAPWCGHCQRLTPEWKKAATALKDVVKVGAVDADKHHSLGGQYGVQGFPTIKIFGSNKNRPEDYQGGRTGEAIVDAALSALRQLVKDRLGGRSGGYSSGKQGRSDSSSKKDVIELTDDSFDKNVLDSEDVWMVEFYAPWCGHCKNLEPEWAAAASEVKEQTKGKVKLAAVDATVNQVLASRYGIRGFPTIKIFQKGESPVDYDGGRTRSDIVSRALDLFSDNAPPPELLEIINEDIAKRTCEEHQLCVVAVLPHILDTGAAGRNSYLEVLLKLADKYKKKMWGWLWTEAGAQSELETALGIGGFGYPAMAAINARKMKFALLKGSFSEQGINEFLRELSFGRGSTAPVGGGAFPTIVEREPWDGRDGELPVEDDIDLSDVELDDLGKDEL
ERAP1 HTS inh: blocks human ERAP1 aminopeptidase activity; recombinant ERAP1, Leu-AMC fluorescence, 60 min; 340,000 tested, 0.15% active; inhibition, % at 10.7 µM;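 active means mean replicate inhibition of at least 30%, or all replicates individually reaching that 30% level; inactive means mean below 30% and not every replicate reaching it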;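 further: 0% = neutral control wells and 100% = L-leucinethiol positive control wells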
Active calls of the source: *; ? = inconclusive; . = no result given; & = joins results of further samples. Not all compounds are listed; count on the stated rates, not on these rows.

Start of the data: the first 3 records as a preview:
SMILES	RAD52 inh	S100A4 MyoIIA	Xi reactivation	RAD54 branch	esBAF inh	E-selectin induc	ERp5 inh	ERAP1 HTS inh
Cc1nn(-c2ccccc2)c2c1C(c1ccc3c(c1)OCO3)SCC(=O)N2 (configuration not stated)	-4	-14	.	7	0	.	2	2
O=[N+]([O-])c1cc(Cl)c(Cl)cc1Cl	-12	?	.	0	-1	.	-1	-5
C=CCc1ccc2c(c1)OCO2	-7	0	.	.	.	.	-1	0

The whole of this part, from the first entry:
SMILES	RAD52 inh	S100A4 MyoIIA	Xi reactivation	RAD54 branch	esBAF inh	E-selectin induc	ERp5 inh	ERAP1 HTS inh
Cc1nn(-c2ccccc2)c2c1C(c1ccc3c(c1)OCO3)SCC(=O)N2 (configuration not stated)	-4	-14	.	7	0	.	2	2
O=[N+]([O-])c1cc(Cl)c(Cl)cc1Cl	-12	?	.	0	-1	.	-1	-5
C=CCc1ccc2c(c1)OCO2	-7	0	.	.	.	.	-1	0
O=C(Cn1c(=O)n(CC2CS2)c2ccccc21)N1CCCCC1 (configuration not stated)	-12	8	0.1	3	-12	.	-1	0
O=C(c1ccc(Cl)cc1)C1CCCN(Cc2ccc3ncccc3c2)C1 (configuration not stated)	-20	-6	0.0	-2	-2	1.8	8	-1
CN1CCCN(C(=O)COc2ccc(F)cc2Cl)CC1	-19	6	0.0	2	-6	-0.1	-1	4
COc1ccc(Oc2cc(NC(=O)c3nn(C)cc3[N+](=O)[O-])cc([N+](=O)[O-])c2)cc1	-9	0	.	-13	-3	.	1	0
CCOc1ccc(-n2c(CC)nc3ccccc3c2=O)cc1	-13	28	0.0	3	-5	0.1	1	-2
Cc1ccccc1CN1CCN(c2ccc(Cl)cc2)CC1	-7	-2	0.1	.	.	.	1	24
COc1cccc(CN2CCN(Cc3cccc(F)c3)CC2)c1	-20	1	0.8	-3	4	.	-4	0
CC[C@H]1CN2CCC1C[C@@H]2[C@H](O)c1ccnc2ccc(OC)cc12 (some centres not stated)	-8	3	0.1	-3	8	1.8	-3	-4
COc1ccc(-n2nnnc2C(C2CC2)N2CCC3(CC2)C(=O)NCN3c2ccccc2)cc1 (configuration not stated)	-13	8	0.0	2	-5	-1.4	2	.
CC12CCC(O)CC1CCC1C2CCC2(C)C(C(=O)CC(O)C(F)(F)F)CCC12 (configuration not stated)	-4	-5	0.0	.	.	0.3	-1	-1
Cc1cc(OCC(=O)NCc2cccnc2)c2c3c(c(=O)oc2c1)CCCC3	-19	-6	0.0	16	0	.	0	-3
CCOC(=O)c1c(C)n(C(C)C)c2ccc(OC)cc12	5	6	0.0	4	2	5.1	-70	-2
CCN(CC)C(=O)c1ccc(NC(=O)c2ccc(-c3nn(C)c(=O)c4ccccc34)cc2)cc1	-5	0	0.0	.	.	.	2	13
CC(C)[N+](C)(CCC(C(N)=O)(c1ccccc1)c1ccccc1)C(C)C	-7	-2&1	0.0	6	-3	1.5	1	96*
CNC(=O)Oc1ccc(N(C)C)cc1C(C)C	-17	2	0.0	-5	-4	-0.1	5	-3
COC(=O)[C@@H]1[C@@H](CO)[C@@H]2Cn3c(ccc(-c4ccccc4)c3=O)[C@H]1N2S(=O)(=O)c1ccccc1C	1	9	0.5	2	3	-0.3	2	3
CCN(CC)c1ccc(/C=C/[N+](=O)[O-])cc1	-51	-3	0.6	-11	-4	0.0	-1	2
COC(=O)C1=C(c2ccc(F)cc2OCc2ccccc2)C[C@@H]2CC[C@H]1N2C(=O)NCc1ccco1	-263	-5	0.0	10	-2	-0.1	1	.
CCOc1cc(CNCCc2c[nH]c3ccccc23)cc(Cl)c1OCC	-13	2	-0.2	.	.	0.4	9	-3
CCCN1[C@@H]2c3ccc(-c4cccc(C(=O)N(C)C)c4)c(=O)n3C[C@H]1[C@H](CO)[C@H]2C(=O)OC	12	7	0.4	-8	-3	0.7	-2	7
CC(C)CCOP(N)(=O)Oc1ccccc1Cl (configuration not stated)	-8	-1	0.0	-16	-6	.	-3	-1
CNC(=S)N1CCN(CCN=Cc2c(O)n(-c3ccc(C)cc3)c(=S)[nH]c2=O)CC1	-33	-1	0.0	-11	-2	0.2	2	1
CC1=CC(C)CC(C)OC(=O)CC(c2ccc(O)cc2)NC(=O)C(Cc2c(Br)[nH]c3ccccc23)N(C)C(=O)C(C)NC(=O)C(C)C1 (configuration not stated)	-6	-4	0.5	.	.	0.1	-12	0
CCC[C@H](N[C@@H](CCC)[C@H](O)c1ccccc1)[C@H](O)c1ccccc1	-8	-3	0.1	-9	2	.	.	-4
COc1ccc(-c2ccc([C@H]3[C@H]4CN(C(=O)Cc5ccncc5)CCCCN4[C@H]3CO)cc2)cc1	7	-6	0.2	-19	1	0.5	-4	-2
CCN1C(=O)C(=Cc2cc(C)n(C3CC3)c2C)C(=O)N(CC)C1=S	.	.	0.1	-20	-2	1.2	.	.
COC(=O)C1=C(c2ccc(OCc3ccccc3)cc2)C[C@@H]2CC[C@H]1N2C(=O)NCc1ccc([N+](=O)[O-])cc1	-18	3	-0.7	4	8	-0.1	1	-2
CCCCNS(=O)(=O)c1ccc(OCC(=O)N2CCN(Cc3ccc4c(c3)OCO4)CC2)cc1	-12	0	-0.1	7	2	-0.3	7	0
O=C(Nc1cccc(OC(=O)N2CCCCC2)c1)N1CCOCC1	-11	12	0.4	8	.	2.3	4	2
COC(=O)C1=C(c2ccc(S(C)(=O)=O)cc2)C[C@@H]2CC[C@H]1N2C(=O)NCCCOC(C)C	-8	-5	0.0	11	2	1.9	1	.
CN(C)c1nc(OCCNC(=O)COc2ccc(Cl)cc2Cl)nc(N2CCCCC2)n1	-16	0	.	.	.	.	-2	1
O=[As](O)(O)c1ccc(N=Nc2ccc(O)cc2)cc1	-2	2	-0.1	1	-1	0.2	2	6
O=C1C2C3CCC(O3)C2C(=O)N1c1cccc(F)c1 (configuration not stated)	-4	-13	0.0	-1	.	0.0	-1	-3
CCn1nc(/C=C/c2ccccc2)nc2c(=O)n(C)c(=O)nc1-2	-46	2	0.0	.	.	3.0	38*	-4
O=C(Cc1ccccn1)N1CCCCN2[C@H](CO)[C@H](c3ccc(-c4ccccc4)cc3)[C@H]2C1	-7	16	0.1	-12	.	0.2	2	-1
Cc1ccc(NC(=O)c2cc(-c3ccccc3)n(CCCN3CCOCC3)c2C)cc1	-20	3	0.1	7	-4	-0.2	4	3
COCCN1C(=O)NC(=O)/C(=C\c2ccc(F)cc2)C1=O	-56	-1	0.3	-2	-4	.	2	-1
COc1cc2c3cc1Oc1cc(ccc1O)C[C@@H]1c4c(cc(OC)c(O)c4Oc4cccc(c4)C[C@@H]3N(C)CC2)CC[N+]1(C)C	70*	0	-0.3	19	-3	0.7	4	-3
CC(=O)Nc1ccc(N=Cc2c(O)n(Cc3ccco3)c(=O)[nH]c2=O)cc1	-7	7	-0.1	-11	-3	.	3	.
Cc1ccccc1CCNCc1cc2cccc(C)c2[nH]c1=O	-9	-11	0.0	10	-2	.	-1	-5
CC(=O)N1N=C2C3CCN(CC3)C2C1c1ccc(F)cc1 (configuration not stated)	-3	-1	-0.1	.	.	-0.3	2	-3
O=C1/C(=C\c2ccc([N+](=O)[O-])cc2)N2CCC1CC2	-8	-3	0.2	.	.	-0.1	3	-7

Retrieved by structure from above, three records:
SMILES	RAD52 inh	S100A4 MyoIIA	Xi reactivation	RAD54 branch	esBAF inh	E-selectin induc	ERp5 inh	ERAP1 HTS inh
CCCCNS(=O)(=O)c1ccc(OCC(=O)N2CCN(Cc3ccc4c(c3)OCO4)CC2)cc1	-12	0	-0.1	7	2	-0.3	7	0
COCCN1C(=O)NC(=O)/C(=C\c2ccc(F)cc2)C1=O	-56	-1	0.3	-2	-4	.	2	-1
O=C1C2C3CCC(O3)C2C(=O)N1c1cccc(F)c1 (configuration not stated)	-4	-13	0.0	-1	.	0.0	-1	-3

Going on with the list:
SMILES	RAD52 inh	S100A4 MyoIIA	Xi reactivation	RAD54 branch	esBAF inh	E-selectin induc	ERp5 inh	ERAP1 HTS inh
O=C(O)c1ccccc1N=Nc1c(O)[nH]c(=O)[nH]c1=O	-9	0	0.0	7	5	.	4	6
Cc1ccc(Cn2nc(C(=O)Nc3ccc(Br)cc3)cc2C)cc1	6	-3	0.6	2	59*	-0.4	1	0
O=C1CCCN1c1ccc(S(=O)(=O)O)cc1 (tested in a mixture with another compound)	-5	-12	0.1	.	.	-2.1	-13	1
O=C(Cc1ccccn1)N1CC2(C1)[C@@H](c1ccccc1)[C@@H](CO)N2Cc1ccccn1	-124	0	0.0	.	.	0.1	-2	-2
C1=C(c2c[nH]c3ccccc23)CCN(Cc2ccccc2)C1	3	-18	-0.7	.	-1	0.2	4	5
COc1cc(C(CN)CC(=O)O)ccc1O (configuration not stated)	-11	0	-0.1	0	-6	.	3	-4
NC(N)=N/N=C/c1ccc(N2CCOCC2)cc1	-14	0	0.0	.	.	.	-3	-27
CCOP(=S)(OCC)N1CCOCCOCCN(P(=S)(OCC)OCC)CCOCCOCC1	-9	0	0.0	.	.	-0.1	2	-3
O=c1[nH]c(O)c(N=Nc2ccc(S(=O)(=O)N3CCOCC3)cc2)c(=O)[nH]1	-17	1	0.1	.	.	.	4	10
Cc1ccc(N2C(=O)NC(=O)/C(=C/c3ccc(-c4ccc(C(=O)O)c(Cl)c4)o3)C2=O)cc1	-85	-20	0.0	.	.	.	0	3
COC(=O)C1=C(c2ccccc2)C[C@@H]2CC[C@H]1N2C(=O)N1CCC(O)CC1	-11	-2	0.0	-8	-12	-0.1	3	.
Cc1nc2ccccc2c(=O)n1-c1ccc(F)cc1F	-2	1	0.5	.	.	7.4	-2	5
O=c1cccc2n1CC1CC2CN(S(=O)(=O)c2ccccc2)C1 (configuration not stated)	-15	-4	.	-1	-3	.	0	-1
C[C@H]1CCC[C@H](O)CCCCCc2cc(O)cc(O)c2C(=O)O1	-9	2&-1	0.4	8	18	2.5	2	-2
C=CCC1(Cc2ccsc2)C(=O)NC(=O)NC1=O	-15	-1	0.3	.	.	0.1	4	0
O=S(=O)(c1ccc(Cl)cc1)N1Cc2ccccc2-n2nncc2C1	-9	6	-0.1	0	2	.	-7	1
O=C1NC(=O)N(Cc2ccco2)C(=O)/C1=C/c1cccn1CCOc1ccccc1Cl	-160	-13	0.1	.	.	-0.1	5	1
CCCCn1c(O)c(/C=N/N2CCCCC2c2cccnc2)c(=O)[nH]c1=S (configuration not stated)	-62	4	-0.1	-3	-5	.	-3	-3
CC12CC(=O)C3C(CCC4CC=CCC43C)C1CCC2=O (configuration not stated)	-7	-7	0.1	.	1	-0.1	-8	-1
O=C(N/N=C/c1c(O)n(CCc2ccc(F)cc2)c(=O)[nH]c1=O)c1ccncc1	-39	3	0.0	.	.	2.1	-3	12
